EPAC2 antagonist = blocks human EPAC2 exchange factor. EPAC2 GEF exchange of Rap1B-BODIPY-GDP, fluorescence. Potency, µM (highest dose often 114 µM), without a hit: at the top dose activity, negative = inhibition, hits mostly inhibitors. 360,000 compounds, 0.18% hits; further: potency means the concentration at half of the fitted maximal effect; on the % scale 0 is the no-effect control and ±100 the full control effect; nearly all actives have a fitted effect of over 45% in size; many of its hits are not listed in these tables
Target sequence (Q8WZA2 whole entry, looked up): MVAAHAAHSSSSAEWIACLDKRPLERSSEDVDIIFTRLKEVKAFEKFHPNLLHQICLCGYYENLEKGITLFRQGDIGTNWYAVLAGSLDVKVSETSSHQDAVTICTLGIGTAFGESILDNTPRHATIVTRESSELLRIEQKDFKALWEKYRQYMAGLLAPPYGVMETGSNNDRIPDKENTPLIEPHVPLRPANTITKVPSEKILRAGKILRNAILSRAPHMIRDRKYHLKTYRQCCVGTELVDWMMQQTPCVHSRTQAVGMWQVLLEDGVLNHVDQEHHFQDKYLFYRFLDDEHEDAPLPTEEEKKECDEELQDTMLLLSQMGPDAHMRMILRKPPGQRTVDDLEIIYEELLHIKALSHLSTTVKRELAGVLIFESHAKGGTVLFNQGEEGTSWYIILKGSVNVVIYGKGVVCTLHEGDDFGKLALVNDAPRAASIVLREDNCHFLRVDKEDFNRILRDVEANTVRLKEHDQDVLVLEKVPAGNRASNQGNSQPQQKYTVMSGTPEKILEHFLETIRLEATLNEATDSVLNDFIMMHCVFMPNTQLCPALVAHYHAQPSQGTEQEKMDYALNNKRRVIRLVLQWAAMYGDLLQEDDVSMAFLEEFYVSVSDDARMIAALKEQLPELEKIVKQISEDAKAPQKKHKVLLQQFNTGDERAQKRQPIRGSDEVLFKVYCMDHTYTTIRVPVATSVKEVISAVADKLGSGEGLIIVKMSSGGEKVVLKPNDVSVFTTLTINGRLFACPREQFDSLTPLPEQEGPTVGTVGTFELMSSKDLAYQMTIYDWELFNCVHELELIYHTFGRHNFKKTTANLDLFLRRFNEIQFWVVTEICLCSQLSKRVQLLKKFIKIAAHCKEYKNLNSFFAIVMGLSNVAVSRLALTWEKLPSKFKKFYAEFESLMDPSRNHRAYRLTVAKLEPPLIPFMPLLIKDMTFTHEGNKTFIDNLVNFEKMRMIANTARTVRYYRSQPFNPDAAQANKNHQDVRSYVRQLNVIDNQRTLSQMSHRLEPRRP
EPAC2 ag = activates human EPAC2 exchange factor; Potency, µM (doses to about 154 µM), inactives show at the top dose activation, most hits filed as activators; Q8WZA2; EPAC2 activation, biochemical qHTS; response scale: 100% = 6.5 mM cAMP response; 360,000 compounds, 0.079% hits; further: potency means the concentration at half of the fitted maximal effect; nearly all actives have a fitted effect of over 50% in size
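Compounds were titrated in qHTS against a Rap1B-BODIPY-GDP (250 nM) complex with EPAC2 (100 nM) and GDP (50 uM). BODIPY-GDP release tracked at 480/540 nm over 30 min at room temperature, normalized to 6.5 mM cAMP.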
DRD3 antagonist = blocks the human D3 dopamine receptor; P35462; D3R cells, DiscoveRx beta-arrestin luminescence, antagonist mode; active compounds read low; max response, negative = inhibition, %; 360,000 compounds, 2.5% hits; in the data active means max response below about -50%; inconclusive means no clear call, values can overlap the other calls; further: on the % scale 0 is the no-effect control and ±100 the full control effect; mostly tested at two doses, the higher about 12 µM
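Cells expressing the human receptor were seeded at 1500 cells/well, incubated overnight at 37 degrees C in 5% CO2, then exposed to library compounds with dopamine controls for 90 minutes at 37 degrees C before luminescent detection.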
DRD3 agonist = D3 dopamine receptor (human) agonism; max activation, %; AID 652048; D3R DiscoveRx beta-arrestin cells, luminescence, 90 min; 410,000 compounds, 0.58% hits; P35462; in the data active means max activation above about 30%; further: 0% is about no effect; mostly tested at two doses, the higher about 12 µM
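Cells at 1500/well, incubated overnight, then treated with pinned compounds (dopamine as control) for 90 min at 37 degrees C. DiscoveRx reagent added for 30 - 60 minutes at room temperature; luminescence read.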
PTHR1 ag = PTHR1 (human) receptor agonism | 410,000 compounds, 0.075% hits | HEK293 GP2 PTHR1 cells, GloSensor cAMP luminescence, 1 h | Q03431 | AID 743266 | Potency, µM (top dose mostly 115 µM), without a hit: at the highest dose activation, most hits filed as activators; further: potency means the concentration at half of the fitted maximal effect; nearly all actives have a fitted effect of over 55% in size; some results filed as inactive show a strong effect at the top dose; inactives centre near -15; many of its hits are not listed in these tables
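HEK-293-derived GP2 cells expressing PTHR1 and a GloSensor cAMP reporter, 3,000/well, plated overnight, given luciferin plus IBMX (each 0.5 mM as added) for 1 h at 37 °C, then compound for 1 h at 37 °C. Luminescence was read after 15 min at room temperature.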
CCT chaperon mod = cytosolic chaperonin activity modulation | purified chaperonin ATPase assay, HTRF ADP detection, 30 min | activity change, % (no concentration beside the values), hits read low | 360,000 compounds, 0.3% hits | AID 651819; in the data active means activity change below about -30%; further: on the % scale 0 is the no-effect control and ±100 the full control effect
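TRiC (40 or 20 nM final, by batch activity) in 30 mM Tris pH 7.4, 100 mM KCl, 5 mM MgCl2, 1 mM DTT was treated with compound at 76 uM single dose, then 10 uM ATP, 30 min at 37 °C. ADP was read by HTRF Transcreener.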
Akt phos inh = Akt phosphorylation inhibition | Neuro2A IGF-stimulated pAkt S473 HTRF, 20 min; active compounds read low | 360,000 compounds, 0.32% hits | activity change, % for hits at 50 µM; in the data active means activity change below about -80%; inconclusive means mostly about -51% to -80%; further: on the % scale 0 is the no-effect control and ±100 the full control effect
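Single-point screen (50 µM final compound) in Neuro2A cells stimulated 20 min with 6 nM IGF at 37 deg C. After lysis, Ser473-phosphorylated Akt read by HTRF (ex 330 nm, em 615/665 nm) as the 665/615 ratio.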
Mm-Cpn inhibitor = M. maripaludis TRiC chaperonin inhibition. purified Mm-Cpn ATPase, ADP Transcreener TR-FRET. Potency, µM (top dose mostly 76.9 µM), without a hit: top-dose activity, negative = inhibition, hits mostly inhibitors. 330,000 compounds, 0.031% hits. AID 504842; further: potency means the concentration at half of the fitted maximal effect; on the % scale 0 is the no-effect control and ±100 the full control effect; nearly all actives have a fitted effect of over 80% in size
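Purified archaeal Mm-CPN (25nM final) preincubated 10 min at 37degC with compound, then 10uM ATP for 30 min at 37degC; ADP measured by HTRF Transcreener TR-FRET; buffer 30 mM TRIS pH 7.4, 100mM KCl, 5mM MgCl2, 1mM DTT.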
Starred values were filed as active, the others as inactive; i = inactive; u = inconclusive; x = not tested or not shown; [ ] = remark or other dose. Unless noted, the call rests on the fitted dose curve; in most records, active means well fitted curve in the direction sought with a large enough effect; inconclusive means small, poorly fitted or top-dose-only effect, or another doubt; inactive means no such curve, though single readings can be large; an effect the other way counts as inactive or inconclusive. The list is partial, so the mix of outcomes need not match the whole.

SMILES	EPAC2 antagonist	EPAC2 ag	DRD3 antagonist	DRD3 agonist	PTHR1 ag	CCT chaperon mod	Akt phos inh	Mm-Cpn inhibitor
CCC(c1nnnn1Cc1ccccc1)N(Cc1ccco1)Cc1cc2cc(OC)ccc2[nH]c1=O (stereo not drawn)	5%	0%	20	1	i	-0.8	i	0%
COc1cccc(Nc2nnc(Cc3cccnc3)c3ccccc23)c1	-3%	3%	-2	-6	-30%	0.7	i	1%
Cc1ccc(CN2CCN(c3ccccn3)CC2)s1	-10%	3%	u	60*	10%[57.5 µM]	0.4	i	1%
C=CCN1C(=O)C(CC(=O)NCC)SC1=Nc1ccc(S(N)(=O)=O)cc1 (stereo not drawn)	-1%	2%	-3	-5	i	-1.8	i	-1%
CC1(C)OC(C)(C)/C(=C\c2ccccc2[N+](=O)[O-])C1=O	19%	5%	2	3	-22%	1.0	i	0%
CC(=O)c1ccc(OCC(=O)OCC(=O)NCc2ccco2)cc1	-3%	-1%	1	-5	u	1.7	i	1%
O=C(COC(=O)c1cc(S(=O)(=O)NCc2ccccc2)ccc1O)NCc1ccccc1	9%	-4%	16	5	i	-2.9	i	1%
Cc1cc(NC(=O)C(C)SCC(=O)N(C)Cc2c(F)cccc2Cl)no1 (stereo not drawn)	-2%	-3%	-7	3	-3%	-0.5	i	2%
COc1ccc(C2=NN(C(=O)CSc3nnnn3C)C(c3ccco3)C2)cc1 (stereo not drawn)	0%	0%	12	8	-1%	0.6	i	1%
Cc1nn2c(nc1=O)SCC(c1ccccc1)=N2	-11%	6%	-17	1	u	-0.2	i	-1%
Cc1cc(C)cc(NC(=O)Nc2ccc(N3CCCCC3)cc2)c1	4%	-2%	-14	-2	-3%	0.8	i	1%
CCOC(=O)[C@@H]1[C@H]2COc3ccccc3[C@@H]2N2C(=O)N(c3ccc(C)cc3)C(=O)[C@]12C	-7%	4%	0	-26	-25%	-1.1	i	1%
CC(C)(C)CC(=O)Nc1nnc(SCC(=O)Nc2ccccc2F)s1	-6%	6%	-19	-1	-18%	-2.6	i	3%
CC1CCN(C(=O)CSc2nc(C(C)C)nc3c2c(=O)n(C)c(=O)n3C)CC1	-23%	-7%	56	22	-19%	0.7	i	-2%
CC(=O)Nc1ccc(C(=O)CSc2nnc3scc(-c4ccccc4)n23)cc1	6%	-12%	29	22	i	0.0	i	2%
COCCn1c(SCC(=O)N2CCCC(C)C2)nnc1-c1ccco1 (stereo not drawn)	1%	6%	4	-1	-2%	-0.9	i	1%
COc1ccc(C(=O)N/C(=C\c2cccc3ccccc23)C(=O)N2CCN(C)CC2)cc1OC	2%	-1%	3	3	i	-0.8	i	1%
O=C(CN1C(=O)CCS(=O)(=O)c2ccccc21)NCCc1ccccc1	3%	7%	6	0	i	-6.0	i	1%
O=C1C(=Cc2cccs2)Oc2ccccc21	-29%	7%	-1	-7	i	-2.8	i	x
Cc1[nH]c2c(Cl)cccc2c1CCNC(=O)C1CCCCC1C(=O)OCC(F)(F)F (stereo not drawn)	-23%	-5%	-2	-16	-24%	-5.9	i	0%
CCn1c(CSc2nnc(-c3ccoc3C)n2C)nc2cc(S(=O)(=O)N(C)C)ccc21	1%	6%	-4	0	i	2.7	i	0%
COc1ccc(C2(O)CN(c3ccccc3)C3=[N+]2CCS3)cc1OC (stereo not drawn)	-7%	-7%	4	2	i	1.3	i	-4%
Cc1ccccc1CC1(CO)CCCN(C(=O)CCN2CCCO2)C1 (stereo not drawn)	1%	1%	1	3	-5%	-3.6	i	2%
O=S1(=O)CC(N2CCN(Cc3ccccc3F)CC2)CN1Cc1cn(Cc2ccc(Cl)cc2)nn1 (stereo not drawn)	0%	4%	-9	-10	-6%	0.1	i	x
COC(=O)[C@@]1(C)[C@H]2C(=O)N(C)C(=O)[C@H]2[C@H]2CN=C(SCc3ccc(Cl)cc3)N21	-9%	0%	1	-1	13%	-0.7	i	-1%

The closing 2 entries of the part before come first, to join the parts:
SMILES	EPAC2 antagonist	EPAC2 ag	DRD3 antagonist	DRD3 agonist	PTHR1 ag	CCT chaperon mod	Akt phos inh	Mm-Cpn inhibitor
O=S1(=O)CC(N2CCN(Cc3ccccc3F)CC2)CN1Cc1cn(Cc2ccc(Cl)cc2)nn1 (stereo not drawn)	0%	4%	-9	-10	-6%	0.1	i	x
COC(=O)[C@@]1(C)[C@H]2C(=O)N(C)C(=O)[C@H]2[C@H]2CN=C(SCc3ccc(Cl)cc3)N21	-9%	0%	1	-1	13%	-0.7	i	-1%
O=C(NCc1ccccc1)c1c(F)c(F)c(F)c(F)c1F	3%	3%	-7	4	-43%[inhibitor][57.5 µM]	-1.0	i	1%
COc1cccc(OC)c1C(=O)Nc1ccc(N2CCN(C(=O)c3ccco3)CC2)cc1	1%	-4%	15	6	i	2.2	i	-2%
O=C(NCc1ccc2c(c1)OCO2)c1cccc([N+](=O)[O-])c1	2%	0%	0	-5	i	0.3	i	0%
CC(NC(=O)COc1ccccc1)C(=O)NCc1ccc(S(N)(=O)=O)cc1 (stereo not drawn)	4%	9%	2	-2	11%	-1.3	i	2%
C=CCn1c(=S)[nH]c2sc3c(c2c1=O)CCCC3	-1%	4%	-7	2	-21%	-2.9	i	-11%
O=c1cc(N2CCCCC2)c(-c2ccccc2)nn1Cc1c(Cl)cccc1Cl	-24%	-2%	-69*	-4	-19%	2.2	i	-1%
CC(=O)Nc1ccc(NC(=O)CSc2nc(N)c(NC(=O)c3ccccc3F)c(=O)[nH]2)cc1	6%	3%	8	-3	i	-4.2	i	-1%
COc1ccc(N(CC(=O)NCCc2ccc(C)cc2)S(=O)(=O)c2c(C)noc2C)cc1	-8%	-10%	29	4	i	0.3	i	1%
CCCN1CCC(NC(=O)Cc2ccccc2C)CC1	14%	13%	6	-5	i	-1.6	i	2%
O=C(CNC(=O)c1ccccc1)Nc1ccsc1C(=O)O	2%	6%	8	4	i	1.9	i	-1%
COc1ccccc1N(C(=O)c1snc(C(N)=O)c1N)C(C(=O)NCc1ccccc1)c1ccc(C)o1 (stereo not drawn)	-3%	-5%	11	5	-25%	-0.3	i	-2%
C=CCN1C(=O)S/C(=C/c2ccc(Sc3nc4ccccc4[nH]3)o2)C1=O	6%	2%	38	51*	-41%[inhibitor]	-0.4	i	-1%
CCN(CC)Cc1nc2c(c(=O)[nH]1)C1(CCCCC1)Cc1ccccc1-2	-2%	-4%	-12	-12	u	0.6	i	1%
CC(OC(=O)c1cccnc1Cl)C(=O)Nc1ccc(S(N)(=O)=O)cc1 (stereo not drawn)	2%	-8%	13	1	i	-0.2	i	1%
Cc1ccc(C(=O)NC(=S)Nc2cccnc2Cl)cc1	13%	-3%	-13	9	-25%	-1.5	i	1%
O=c1c2ccccc2ncn1-c1ccc([N+](=O)[O-])cc1[N+](=O)[O-]	-3%	1%	0	5	-15%	-0.6	i	-1%
COc1ccccc1N1CCN(C(=O)C(OC(C)=O)c2ccccc2)CC1 (stereo not drawn)	25%	3%	u	-1	i	0.7	i	2%
Cc1nc(NC(C)C(=O)O)c2nc(C)oc2n1 (stereo not drawn)	5%[57.1 µM]	8%	-14	-3	i	0.8	i	-1%
Cc1cccc(NC(=O)c2ncn3c2C(=O)N(C)CC3)c1	-5%	1%	-3	-4	-9%	0.3	i	x
CC1(c2nnc(-c3ccccc3)o2)CC(c2cccc(Cl)c2)=NO1 (stereo not drawn)	-14%	1%	6	6	-27%	-4.0	i	2%
Cc1ccccc1C(=O)Nn1cnc2ccccc2c1=O	-2%	8%	6	4	-26%	1.4	i	2%
O=C(NCCN1CCOCC1)c1cc(-c2ccc(Br)cc2)on1	10%	-1%	17	8	-20%	3.1	i	0%
Cc1ccc(S(=O)(=O)N2CCN(c3nc(C(C)C)c4c(c3C#N)CC(C)(C)OC4)CC2)cc1	0%	11%	u	0	i	1.3	i	0%
CCn1ncc(Br)c1C(=O)Nc1cc(C)cc(C)c1	u	-10%	17	4	i	1.4	i	-12%

Grouped by structure, those above containing a furan ring, fused or not.
SMILES	EPAC2 antagonist	EPAC2 ag	DRD3 antagonist	DRD3 agonist	PTHR1 ag	CCT chaperon mod	Akt phos inh	Mm-Cpn inhibitor
CCC(c1nnnn1Cc1ccccc1)N(Cc1ccco1)Cc1cc2cc(OC)ccc2[nH]c1=O (stereo not drawn)	5%	0%	20	1	i	-0.8	i	0%
CC(=O)c1ccc(OCC(=O)OCC(=O)NCc2ccco2)cc1	-3%	-1%	1	-5	u	1.7	i	1%
COc1ccc(C2=NN(C(=O)CSc3nnnn3C)C(c3ccco3)C2)cc1 (stereo not drawn)	0%	0%	12	8	-1%	0.6	i	1%
COCCn1c(SCC(=O)N2CCCC(C)C2)nnc1-c1ccco1 (stereo not drawn)	1%	6%	4	-1	-2%	-0.9	i	1%
CCn1c(CSc2nnc(-c3ccoc3C)n2C)nc2cc(S(=O)(=O)N(C)C)ccc21	1%	6%	-4	0	i	2.7	i	0%
COc1cccc(OC)c1C(=O)Nc1ccc(N2CCN(C(=O)c3ccco3)CC2)cc1	1%	-4%	15	6	i	2.2	i	-2%
COc1ccccc1N(C(=O)c1snc(C(N)=O)c1N)C(C(=O)NCc1ccccc1)c1ccc(C)o1 (stereo not drawn)	-3%	-5%	11	5	-25%	-0.3	i	-2%
C=CCN1C(=O)S/C(=C/c2ccc(Sc3nc4ccccc4[nH]3)o2)C1=O	6%	2%	38	51*	-41%[inhibitor]	-0.4	i	-1%
